TAAR1 antag: human TAAR1 antagonism | inhibition, % at 3 µM | actives 1.5% (n = 360,000) | AID 624466 | CHO RD-HGA16 TAAR1, Fluo-8 calcium fluorescence, antagonist;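 active means inhibition above a per-plate cutoff, the mean inhibition of test compounds on that plate plus 3 SD, cut at about 49% in these data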;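 further: 0% = DMSO plus EC80 beta-PEA response and 100% = DMSO alone without agonist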
Target sequence (Q96RJ0 whole entry, looked up): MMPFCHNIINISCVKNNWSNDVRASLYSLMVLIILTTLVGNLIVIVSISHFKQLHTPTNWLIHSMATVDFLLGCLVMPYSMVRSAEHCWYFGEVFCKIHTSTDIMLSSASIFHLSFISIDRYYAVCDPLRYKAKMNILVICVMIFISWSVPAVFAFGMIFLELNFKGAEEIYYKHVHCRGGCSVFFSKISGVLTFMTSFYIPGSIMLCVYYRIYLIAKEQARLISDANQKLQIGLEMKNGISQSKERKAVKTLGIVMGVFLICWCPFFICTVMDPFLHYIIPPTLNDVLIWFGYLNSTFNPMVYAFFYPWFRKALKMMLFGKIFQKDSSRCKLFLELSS
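Material: RD-HGA16 CHO cells with stable hTAAR1 and Gα16; Dosing: single nominal final test compound concentration of 3 µM; Schedule: seeding 17-24 h prior, 75-min 37 °C, 30-min RT dye loading; Detection: kinetic Fluo-8 calcium fluorescence measurement; Measure: % inhibition from peak post-agonist over basal fluorescence ratio; Benchmarks: vehicle and agonist controls.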
The depositor's hits bear a star. This is a subset; rates above refer to the full screens.

SMILES	TAAR1 antag
C[C@@H]1CN([C@@H](C)CO)C(=O)CCCn2nncc2CO[C@H]1CN(C)CC1CCCCC1	-18
Cc1ccc(S(=O)(=O)C[C@@H]2OC[C@H](C)N2S(=O)(=O)c2ccc(C)cc2)cc1	-11
CCCCc1c(-c2ccccc2OC)ncn1Cc1cccc(F)c1F	14
O=C(NCCO)c1cccc(-c2cc(Nc3ccc(OC(F)(F)F)cc3)ncn2)c1	-5
C[C@@H]1CN([C@@H](C)CO)C(=O)c2cc(Br)cnc2O[C@@H]1CN(C)C(=O)c1ccc(F)cc1	5
COC(=O)C1=CN(c2ccc(OC)cc2OC)C(N)=C(C#N)C1c1ccc(OC)cc1 (stereo unspecified)	-21
COC(=O)C1=C(C)N(Cc2ccccc2C(F)(F)F)C(=NCc2ccccc2C(F)(F)F)NC1c1cccc(C(F)(F)F)c1 (stereo unspecified)	-11
COC(=O)[C@]12C[C@H](CC(=O)N3CCN(C(=O)c4ccco4)CC3)C(=O)N(Cc3ccc4c(c3)OCO4)C1=C[C@H](C(C)(C)C)O[C@@H]2C	-17
COCCN1C(=O)[C@H]2C[C@@]13O[C@H](c1ccc(C(F)(F)F)cc1)N=C3C[C@H](c1ccccc1)[C@H]2C	-34
N#Cc1ccc2nc(-c3ccc(CN4CCC5(CC4)CNc4ccccc45)cc3)c(-c3ccccc3)nc2c1	19
CC(C)C[C@H](NS(=O)(=O)c1ccc(F)cc1F)C(=O)N1CCC[C@H]1C(=O)NCc1ccccc1	1
COc1ccc(C(=O)N2CCC[C@@H]2C(=O)N2CCC[C@@H]2C(=O)NCc2ccccc2)cc1F	-10
COC(=O)C1=C(C)N(Cc2cccc(C(F)(F)F)c2)C(=NCc2ccccc2C(F)(F)F)NC1c1ccccc1C(F)(F)F (stereo unspecified)	-14
Nc1[nH]c(C(=O)c2ccccc2)c(-c2cc(F)ccc2Br)c1C(=O)NCCc1c[nH]c2ccccc12	1
O=C(N[C@@H]1CC[C@@H](CCNS(=O)(=O)c2ccc(Cl)cc2)O[C@@H]1CO)c1cccnc1	16
O=c1c(-c2ccco2)nc2ccccc2n1C(c1ccccn1)c1nc2ccccc2[nH]1 (stereo unspecified)	-14
COc1ccc(NC(=O)C(c2ccccc2)n2c(=O)c(-c3ccco3)nc3ccccc32)cc1 (stereo unspecified)	-25
C[C@@H]1CN([C@@H](C)CO)C(=O)c2cc(Br)cnc2O[C@@H]1CN(C)Cc1ccccn1	3
CCCc1c(-c2ccc(Cl)cc2)ncn1Cc1cccc(-c2ccccc2)c1	-24
COC(=O)[C@@H](Cc1ccc(O)cc1)NC(=O)[C@H]1O[C@@H](n2cnc3c(=O)[nH]c(N)nc32)[C@H](O)[C@@H]1O	-14
Cc1ccccc1C(=O)N[C@@H](Cc1cccnc1)C(=O)N1CCC[C@H]1C(=O)NC1CCCC1	9
Cc1cccc(C)c1NC(=O)C(CCc1ccccc1)N1CCN(CCN(C)C)CC1 (stereo unspecified)	-5
CN(C)CC(=O)N[C@@H]1CC[C@@H](CC(=O)NCCN2CCCCC2)O[C@@H]1CO	1
C[C@H](O)[C@@H]1C(=O)N2CCc3c([nH]c4cccc(-c5ccccc5)c34)[C@@H]2C[C@@H]1N(C)CC1CCCCC1	12
O=S(=O)(NCc1ccccc1)c1cc(Br)ccc1Br	-15

As entered above:
For TAAR1 antag, N#Cc1ccc2nc(-c3ccc(CN4CCC5(CC4)CNc4ccccc45)cc3)c(-c3ccccc3)nc2c1 has 19
For TAAR1 antag, Cc1cccc(C)c1NC(=O)C(CCc1ccccc1)N1CCN(CCN(C)C)CC1 (stereo unspecified) has -5

Continued:
SMILES	TAAR1 antag
O=C(Nc1ccc(F)cc1)C(c1ccccc1)N1CCN(c2ccncc2)CC1 (stereo unspecified)	-5
CCOC(=O)[C@]12CCCC=C1N(CCC1=CCCCC1)C(=O)[C@H](CC(=O)N1CCCC1)C2	-38
COc1ccc(Cl)cc1NC(=O)c1cccc(S(=O)(=O)Nc2c(C)n(C)n(-c3ccccc3)c2=O)c1	22
COC(=O)[C@]12C[C@H](CC(=O)N3CCCCC3)C(=O)N(Cc3ccccc3)C1=C[C@H](C1CCCC1)O[C@@H]2C	-4
O=C(NCc1ccccc1)C(c1cc2ccccc2o1)n1c(=O)c(-c2ccco2)nc2ccccc21 (stereo unspecified)	-32
COC(=O)[C@H](Cc1ccccc1)N1Cc2ccccc2Oc2cc(Br)ccc2S1(=O)=O	28
C[C@H]1[C@H](c2ccccc2)Oc2ccc(Cl)cc2S(=O)(=O)N1C[C@@H]1CCCN1C(=O)OC(C)(C)C	13
CCOC(=O)C1=C(C(=O)OCC)C2N(Cc3ccc(C#N)cc3)c3ccccc3[C@@]23C[C@@H](C(=O)OC)N(S(=O)(=O)c2ccc(C)cc2)C3=N1 (stereo partly specified)	-30
O=c1[nH]cnc2nn(C3OC(CO)C(O)C3O)nc12 (stereo unspecified)	-36
COc1ccc(NC(=O)C(c2ccncc2)n2c(=O)c(-c3cc4ccccc4[nH]3)nc3ccccc32)cc1 (stereo unspecified)	-6
COC(=O)[C@@]12C[C@@H](CC(=O)NCCCN3CCCC3=O)C(=O)N(Cc3ccco3)C1=CCC(C)(C)C2	-8
C[C@@H]1ON(C)[C@H]2C[C@H]3c4[nH]c5c(-c6ccc(C(F)(F)F)cc6)cccc5c4CCN3C(=O)[C@@H]12	-12
N#Cc1ccc(C(C(=O)NCc2ccccc2)n2c(=O)c(-c3ccco3)nc3ccccc32)cc1 (stereo unspecified)	-3
COc1cccc(C(=O)C(=O)N2CCN(C(=O)OCc3ccccc3)CC2)c1	-18
C#CCNC(=O)c1cc2cccnc2nc1N	1
COC(=O)C1=C(C)N(Cc2ccccc2)C(=S)NC1c1cccc(Br)c1 (stereo unspecified)	43
CC(C)c1[nH]nc2c1C(c1ccccc1)N(Cc1ccccc1)C2=O (stereo unspecified)	-3
COC(=O)C[C@@H]1CC[C@@H](NC(=O)C2CCC2)[C@@H](CO)O1	-15
O=C(NCCc1ccccc1Cl)[C@@H]1CCCN1C(=O)[C@@H](NS(=O)(=O)c1ccc(F)cc1F)C1CCCCC1	43
CCOC1=C2CN(S(=O)(=O)c3ccc(C)cc3)C(c3ccc(C)cc3)CC2N(S(=O)(=O)c2ccc(C)cc2)C(c2ccccc2)C1 (stereo unspecified)	-20
CCCc1c(-c2cccc(Cl)c2)ncn1Cc1cccc(-c2ccccc2)c1	9
COC(=O)C1=C(C)N(Cc2cccc(C(F)(F)F)c2)C(=NCC2CC2)NC1c1cccc(Cl)c1 (stereo unspecified)	77*
CC(=O)N1CCN(c2ccc(N3CCN(Cc4ccccc4)[C@H](C)C3)c(C)c2)[C@H](C)C1	-11
O=C1c2[nH]nc(-c3ccccc3)c2C(c2ccc(F)cc2)N1Cc1ccccc1 (stereo unspecified)	-19
COC(=O)[C@@]12C[C@@H](CC(=O)N3CCOCC3)C(=O)N(Cc3ccc4c(c3)OCO4)C1=CCC(C)(C)C2	9

(list continues)
SMILES	TAAR1 antag
C#CCN(Cc1ccco1)C(=O)c1nnc2c3cc(OC)ccc3n(S(=O)(=O)c3ccc(OC)cc3)c2n1	-8
O=C1CC2c3cc(Br)ccc3CCN2C(=O)CN1Cc1ccccc1 (stereo unspecified)	-5
COC(=O)[C@@]12C[C@@H](CC(=O)N3CCC(c4ccccc4)CC3)C(=O)N(Cc3ccc4c(c3)OCO4)C1=CCC(C)(C)C2	-36
CCCc1c(-c2cccc(Br)c2)ncn1Cc1cccc(-c2ccccc2)c1	18
COC(=O)c1cc2c(c3c4cc(C)ccc4n(S(=O)(=O)c4ccccc4)c13)C(=O)N(Cc1ccc(C(F)(F)F)cc1)C2	-20
C[C@@H]1CN([C@@H](C)CO)C(=O)CCCn2cc(nn2)CO[C@H]1CN(C)C(=O)Nc1ccc(C(F)(F)F)cc1	6
Nc1[nH]c(C(=O)c2ccccc2)c(-c2cccc3ccccc23)c1C(=O)c1cccs1	-7
NC(=O)c1c(N)[nH]c(C(=O)c2ccccc2)c1-c1ccc2c(c1)OCO2	-13
Cc1ccc(OCc2nc3ccccc3n2C(C(=O)NC(C)(C)C)c2ccccc2)cc1 (stereo unspecified)	-19
CC(C)(C)N1C(=O)c2ccccc2NC(=O)C1C(=O)NCCOc1ccccc1 (stereo unspecified)	-24
COC1=CC(=O)OC(c2ccccc2C(F)(F)F)C1 (stereo unspecified)	-6
CCCCCCCCN1C(=O)[C@@H](CC(=O)N2CCCC2)C[C@@]2(C(=O)OC)C1=C[C@H](C1CCCC1)O[C@@H]2C	-36
COc1ccc(CN2C(=O)CN(S(C)(=O)=O)CC2(C)C(=O)NC(C)C)cc1OC (stereo unspecified)	-9
CCCCCCN(C(=O)CCCCCN1C(=O)NC(c2ccc(-c3ccccc3)cc2)C(C(=O)OCc2ccccc2)=C1C)C(C(=O)NCCCC)c1cccc(C(=O)OC)c1 (stereo unspecified)	14
COc1ccc(C2=Nc3ccccc3N(C(=O)c3ccc(C)cc3)C2C(=O)NCc2ccccc2)cc1 (stereo unspecified)	-37
CN1CCCCC(NC(=O)c2ccc(F)cc2)C1=O (stereo unspecified)	-3
O[C@@H](Cc1ccccc1)[C@@H](/C=C/c1ccccc1)NCCc1ccccc1	36
COC(=O)[C@]12CCCCC=C1N(Cc1ccc3c(c1)OCO3)C(=O)[C@H](CC(=O)N1CCN(C(=O)c3ccco3)CC1)C2	41
CC(C)NC(=O)C1(C)CN(S(C)(=O)=O)CC(=O)N1Cc1ccc2c(c1)OCO2 (stereo unspecified)	4
O=S1(=O)c2ccc(Br)cc2OC2CCCN1C2 (stereo unspecified)	1
O=C(C(=O)N1CCN(C(=O)OCc2ccccc2)CC1)c1cccnc1	23
CC(C)c1cc(Cn2c3ccccc3c(=O)n2C(C)Cn2cc(C3CC3)nn2)on1 (stereo unspecified)	-16
C#CCNC(=O)C[C@@H]1C[C@@]2(C(=O)OCC)CCCC=C2N(CCC2=CCCCC2)C1=O	-21
O=C(N[C@H](Cc1ccccc1)C(=O)N1CCN(C(=O)N2CCOCC2)CC1)[C@H]1O[C@@H](n2ccc(=O)[nH]c2=O)[C@H](O)[C@@H]1O	-7
c1ccc(N2[C@@H]3c4ccccc4C[C@H]2c2ccccc23)cc1	-58
COC(=O)c1c(-c2ccc(OC)cc2)c2c(c3c4cc(OC)ccc4n(S(=O)(=O)c4ccc(C)cc4)c13)C(=O)N(C)C2	-21
Cc1ccc2ccc(C(Nc3ccccc3)c3ccc(F)cc3)c(O)c2n1 (stereo unspecified)	19
CC(C)[C@H](NC(=O)OC(C)(C)C)c1cc(C(=O)N2CCOCC2)c(N)s1	-4
COP(=O)(OC)OC(C(=O)c1ccccc1)c1ccc(Cl)cc1 (stereo unspecified)	-30
COC(=O)C1=C(C)N(Cc2cccc(C(F)(F)F)c2)C(=NCc2ccc(OC)cc2)NC1c1cccc(Cl)c1 (stereo unspecified)	48

Reformatted bar-delimited: 19 of the compounds above
structure | TAAR1 antag
C#CCN(Cc1ccco1)C(=O)c1nnc2c3cc(OC)ccc3n(S(=O)(=O)c3ccc(OC)cc3)c2n1 | -8
O=C1CC2c3cc(Br)ccc3CCN2C(=O)CN1Cc1ccccc1 (stereo unspecified) | -5
COC(=O)[C@@]12C[C@@H](CC(=O)N3CCC(c4ccccc4)CC3)C(=O)N(Cc3ccc4c(c3)OCO4)C1=CCC(C)(C)C2 | -36
CCCc1c(-c2cccc(Br)c2)ncn1Cc1cccc(-c2ccccc2)c1 | 18
COC(=O)c1cc2c(c3c4cc(C)ccc4n(S(=O)(=O)c4ccccc4)c13)C(=O)N(Cc1ccc(C(F)(F)F)cc1)C2 | -20
C[C@@H]1CN([C@@H](C)CO)C(=O)CCCn2cc(nn2)CO[C@H]1CN(C)C(=O)Nc1ccc(C(F)(F)F)cc1 | 6
Nc1[nH]c(C(=O)c2ccccc2)c(-c2cccc3ccccc23)c1C(=O)c1cccs1 | -7
NC(=O)c1c(N)[nH]c(C(=O)c2ccccc2)c1-c1ccc2c(c1)OCO2 | -13
Cc1ccc(OCc2nc3ccccc3n2C(C(=O)NC(C)(C)C)c2ccccc2)cc1 (stereo unspecified) | -19
CC(C)(C)N1C(=O)c2ccccc2NC(=O)C1C(=O)NCCOc1ccccc1 (stereo unspecified) | -24
COC1=CC(=O)OC(c2ccccc2C(F)(F)F)C1 (stereo unspecified) | -6
CCCCCCCCN1C(=O)[C@@H](CC(=O)N2CCCC2)C[C@@]2(C(=O)OC)C1=C[C@H](C1CCCC1)O[C@@H]2C | -36
COc1ccc(CN2C(=O)CN(S(C)(=O)=O)CC2(C)C(=O)NC(C)C)cc1OC (stereo unspecified) | -9
CCCCCCN(C(=O)CCCCCN1C(=O)NC(c2ccc(-c3ccccc3)cc2)C(C(=O)OCc2ccccc2)=C1C)C(C(=O)NCCCC)c1cccc(C(=O)OC)c1 (stereo unspecified) | 14
COc1ccc(C2=Nc3ccccc3N(C(=O)c3ccc(C)cc3)C2C(=O)NCc2ccccc2)cc1 (stereo unspecified) | -37
CN1CCCCC(NC(=O)c2ccc(F)cc2)C1=O (stereo unspecified) | -3
O[C@@H](Cc1ccccc1)[C@@H](/C=C/c1ccccc1)NCCc1ccccc1 | 36
COC(=O)[C@]12CCCCC=C1N(Cc1ccc3c(c1)OCO3)C(=O)[C@H](CC(=O)N1CCN(C(=O)c3ccco3)CC1)C2 | 41
CC(C)NC(=O)C1(C)CN(S(C)(=O)=O)CC(=O)N1Cc1ccc2c(c1)OCO2 (stereo unspecified) | 4

Bioassay records from PubChem.
